# From PubChem
# BB579 growth dn: yeast BB579 growth reduction in restrictive medium | 140,000 compounds, 0.51% hits | inhibition, % at 10 µM | S. cerevisiae BB579 growth, OD615, 48 h;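 active = inhibition above a set limit, 3 SD over the mean compound inhibition, cut at about 44% in these data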; also: inactives centre near -24
#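 Assay system – yeast BB579 (DeaD) · Dosing – single compound dose of 10 µM, 0.25% DMSO final · Detection – OD615 turbidity measurement · Buffer or medium – CSMM-D restrictive synthetic medium containing dextrose (glucose) · Benchmarks – positive control amphotericin B 10 µg/mL · Incubation – 48 h exposure, 30 °C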
# NPY-Y2 antag: antagonists of human neuropeptide Y receptor Y2 | P49146 | NPY-Y2 expressing cells, antagonist mode | inhibition, % at 2.7 µM | 140,000 compounds, 0.99% hits | AID 793; in the data active = inhibition above about 17%;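 also: 0% = vehicle with agonist challenge and 100% = reference antagonist with challenge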
# Target sequence (P49146 whole entry, looked up): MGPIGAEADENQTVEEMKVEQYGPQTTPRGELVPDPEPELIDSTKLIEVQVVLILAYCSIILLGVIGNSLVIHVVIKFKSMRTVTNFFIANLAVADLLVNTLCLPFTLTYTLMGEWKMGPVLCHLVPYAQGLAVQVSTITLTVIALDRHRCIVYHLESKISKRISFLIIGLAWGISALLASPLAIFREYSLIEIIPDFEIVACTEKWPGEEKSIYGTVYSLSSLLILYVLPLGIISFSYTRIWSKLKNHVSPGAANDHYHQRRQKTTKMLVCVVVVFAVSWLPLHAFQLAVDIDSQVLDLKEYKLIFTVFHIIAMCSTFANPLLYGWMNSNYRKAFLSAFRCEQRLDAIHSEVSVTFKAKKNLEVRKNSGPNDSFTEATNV
# GALR2 antag: antagonists of human galanin receptor 2 (GALR2); 140,000 compounds, 0.39% hits; AID 828; GALR2-expressing cells, antagonist mode; inhibition, % at 4 µM; O43603; in the data active = inhibition above about 27%;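 also: cells stimulated with galanin 1-16 at roughly its EC80; 0% = agonist challenge control and 100% = basal control without agonist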
# Target sequence (O43603 whole entry, looked up): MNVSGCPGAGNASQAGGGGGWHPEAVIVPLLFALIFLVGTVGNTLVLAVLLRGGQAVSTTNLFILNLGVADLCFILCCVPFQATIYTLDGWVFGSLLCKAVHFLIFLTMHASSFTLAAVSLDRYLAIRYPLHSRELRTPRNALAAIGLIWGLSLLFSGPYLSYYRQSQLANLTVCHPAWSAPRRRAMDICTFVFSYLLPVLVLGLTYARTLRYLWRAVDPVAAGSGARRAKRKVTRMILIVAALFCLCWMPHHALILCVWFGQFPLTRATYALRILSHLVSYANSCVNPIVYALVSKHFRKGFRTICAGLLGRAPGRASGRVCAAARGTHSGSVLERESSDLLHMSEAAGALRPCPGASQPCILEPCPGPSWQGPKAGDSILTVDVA
# E-sel TNF inh: TNF alpha driven E-selectin expression inhibition. AID 1246. inhibition, % at 2 µM. HUVEC TNFa-induced E-selectin immunofluorescence, high content. 120,000 compounds, 0.71% hits;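 active = inhibition above the batch mean plus 3 SD, and confirmed as a hit on visual image review, cut at about 43% in these data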;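 also: 0% = TNF-stimulated DMSO wells and 100% = unstimulated control wells; not every result past the cut was called active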
# Yeast lifespan up: yeast lifespan extension | S. cerevisiae growth with nicotinamide, OD615; deaD strain in restrictive glucose medium | 130,000 compounds, 0.68% hits | inhibition of the nicotinamide effect, % at 10 µM;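 active = inhibition above a set limit, placed 3 SD over the median of all compounds, cut at about 26% in these data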;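 also: 0% = nicotinamide-treated wells and 100% = cells grown without nicotinamide; some compounds called inactive have numbers as strong as hits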
#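 assay system = DeaD-strain S. cerevisiae | buffer or medium = restrictive glucose medium | reagent = 1.5 mM nicotinamide | compound = 10 µM single point, 0.25% DMSO | incubation = 48 h compound exposure at 30 °C, humidified | signal = OD615 measurement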
# Phagocytosis inh: macrophage phagocytosis inhibition; 110,000 compounds, 0.07% hits; AID 1029; inhibition, % at 5 µM; J774A.1 macrophage IgG-bead phagocytosis, imaging;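 active = inhibition above the mean of the plate negative controls plus 5 SD, cut at about 13% in these data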;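 also: phagocytic index as fraction of beads internalized from green versus red external bead signal; plate controls were DMSO negative control for no effect and cytochalasin-D positive control for full effect; some results beyond the cut were filed as inactive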
# Measles CPE: protection of cells from measles virus. AID 841. protection (pct of control), % at 4 µM. Measles virus-infected cells, CPE protection, absorbance. 140,000 compounds, 1.5% hits; in the data active = protection mostly above about 24%, no sharp cut-off; inactive = mostly below about 26%; also: some compounds called inactive have numbers as strong as hits
# bCat KO growth: beta-catenin-lacking colon tumor cell growth suppression; AID 818; viability, % at 10 µM; 140,000 compounds, 1.5% hits; HCT116 beta-catenin knockout viability, CellTiter-Glo, 60 h; active compounds read low;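 active = viability at or under a set limit, the compound median less 4 SD, cut at about 6% in these data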;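 also: 0% = Hyamine 1622 control at 20 µM and 100% = untreated cell control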
# HCT116 PTEN-null: growth suppressors of cells with PTEN tumor suppressor deletion | viability, % at 10 µM | HCT116 PTEN-null viability, CellTiter-Glo, 60 h; active compounds read low | 140,000 compounds, 1.2% hits | AID 827;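 active = viability at or below a set limit, 4 SD under the median of all tested compounds, cut at about 3.7% in these data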;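 also: PTEN knockout HCT116 line with beta catenin targeted HCT116 as companion control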
# MRP1 act: activates MRP-1. H69AR cells + doxorubicin, viability rescue, CellTiter-Glo. viability increase, % at 10 µM. 140,000 compounds, 0.61% hits;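 active = viability gain under doxorubicin at or above a set limit, the compound median plus 3 SD, cut at about 4.7% in these data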;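 also: MRP-1 overexpressing cells given doxorubicin 25 µM after compound pretreatment; 18-22 h compound pretreatment then 72 h with doxorubicin before readout; 0% = doxorubicin-only wells and 100% = vehicle-treated cells without doxorubicin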
# Starred values were filed as active, the others as inactive; / = no result given.
1	CCc1ccc(Nc2ccc(C(N)=O)cc2[N+](=O)[O-])cc1
2	Cc1cc(OCC(=O)N(C)C)c2c(-c3ccccc3)cc(=O)oc2c1
3	O=C1c2ccccc2NC(c2ccc(O)cc2)N1/N=C/c1ccc(O)cc1 (stereo not given)
4	COc1cc2c(C(=O)NCc3ccccn3)cn(CC(C)C)c(=O)c2cc1OC
5	CC(=O)Nc1ccc(S(=O)(=O)CCC#N)cc1
6	Cc1ccc2nc(NC(=O)C3CCN(S(=O)(=O)c4cccnc4)CC3)sc2c1
7	Cc1ccc(Cn2ccc(NC(=O)c3cc(-c4ccco4)on3)n2)cc1
8	CCOc1cc2[nH]c(=S)n(CCC(=O)N3CCc4ccccc4C3)c(=O)c2cc1OCC

Assay by compound	1	2	3	4	5	6	7	8
BB579 growth dn	-21.0	16.5	-6.6	-5.6	12.1	-42.0	0.5	-45.4
NPY-Y2 antag	-0.4	0.2	0.2	0.6	5.5	-1.8	2.4	-0.2
GALR2 antag	0.1	2.2	-4.8	7.3	10.4	-23.8	-11.1	-2.0
E-sel TNF inh	/	17.7	28.3	-8.1	-1.4	/	/	51.0
Yeast lifespan up	-0.2	-0.5	-6.0	-7.3	-6.0	-6.1	-5.3	-17.2
Phagocytosis inh	-0.6	/	-7.3	-0.2	/	-0.5	-1.9	/
Measles CPE	23.6	7.8	10.9	13.0	3.6	12.3	9.4	16.0
bCat KO growth	84.5	85.7	87.5	102.2	74.2	93.4	80.4	53.5
HCT116 PTEN-null	91.4	86.4	86.3	115.2	87.8	78.7	84.7	48.6
MRP1 act	-1.8	-0.3	-3.7	-0.9	-2.0	/	-4.0	-4.3

9	O=C(NCCCN1CCOCC1)c1cc(-c2cccs2)on1
10	Cc1ccc(O)c(NC(=O)c2cccc(NC(=O)c3ccco3)c2)c1
11	Cc1cc(S(=O)(=O)N(Cc2ccc(C(C)C)cc2)CC2CCCO2)ccc1-n1cnnn1 (stereo not given)
12	O=C1c2cccc3cc(Br)cc(c23)C(=O)N1Nc1ccccc1
13	CSc1nc(NCc2ccccc2)c2c3c(sc2n1)CN(C)CC3
14	CCCCOC(=O)Cn1c(=N)n(CCC)c2ccccc21
15	Cc1cccc(NS(=O)(=O)c2cccs2)n1
16	Cc1ccc(C)c(C(=O)COC(=O)c2cc([N+](=O)[O-])ccc2NCCO)c1

Assay by compound	9	10	11	12	13	14	15	16
BB579 growth dn	-23.8	-86.8	-54.3	-67.3	-6.5	-11.9	-18.3	-26.7
NPY-Y2 antag	0.0	2.4	-1.5	2.0	10.9	6.5	3.4	0.0
GALR2 antag	14.3	-9.5	-6.6	-3.5	-0.7	6.9	-6.3	-9.3
E-sel TNF inh	/	23.1	-18.6	-28.5	5.5	11.4	-16.4	-14.2
Yeast lifespan up	6.2	-8.7	1.9	-10.7	-2.9	6.2	-13.8	-7.8
Phagocytosis inh	-3.3	/	-0.9	3.1	-1.4	-0.8	-1.7	-13.7
Measles CPE	6.7	1.9	5.4	4.7	4.2	28.7	3.7	7.2
bCat KO growth	63.2	70.7	53.9	70.8	86.3	83.3	90.9	85.7
HCT116 PTEN-null	80.6	77.0	65.0	84.6	88.3	86.9	94.3	75.4
MRP1 act	-2.4	-2.1	-2.9	-0.1	-4.7	-3.8	-0.6	2.4

# The list goes on; the last 3 above are carried over.
14	CCCCOC(=O)Cn1c(=N)n(CCC)c2ccccc21
15	Cc1cccc(NS(=O)(=O)c2cccs2)n1
16	Cc1ccc(C)c(C(=O)COC(=O)c2cc([N+](=O)[O-])ccc2NCCO)c1
17	COCCOc1cc(Nc2nnc(C(F)(F)F)s2)c(Cl)cc1Cl
18	O=C(COC(=O)c1n[nH]c2ccccc12)NC(=O)NCc1ccco1
19	C#CC(C)(CC)NC(=O)c1cc(OC)c(OC)c(OC)c1 (stereo not given)
20	COc1ccccc1C(=O)Nc1nc(-c2ccc(S(=O)(=O)N3CCOCC3)cc2)cs1
21	CCOc1ccc(C(=O)NNC2CC(=O)N(CCc3ccccc3)C2=O)cc1OC (stereo not given)
22	CCn1c(C)csc1=NC(=O)c1ccccc1O
23	COc1ccc(CNCCCO)cc1OC
24	Nc1nc(CSc2nc3ccccc3[nH]2)nc(N2CCOCC2)n1

Assay by compound	14	15	16	17	18	19	20	21	22	23	24
BB579 growth dn	-11.9	-18.3	-26.7	-30.0	-28.6	-22.4	-71.2	-0.2	-58.0	-9.4	-33.9
NPY-Y2 antag	6.5	3.4	0.0	4.7	3.2	2.7	5.3	6.1	-0.7	0.6	1.4
GALR2 antag	6.9	-6.3	-9.3	-8.4	2.5	0.6	25.0	8.0	9.3	5.3	-6.9
E-sel TNF inh	11.4	-16.4	-14.2	-14.2	/	/	10.8	-40.6	-59.7	13.0	18.4
Yeast lifespan up	6.2	-13.8	-7.8	-8.6	-2.7	-5.2	-9.6	1.5	-14.2	/	-15.8
Phagocytosis inh	-0.8	-1.7	-13.7	-0.4	-0.1	-1.9	-1.0	-5.8	-4.9	/	-1.0
Measles CPE	28.7	3.7	7.2	8.0	24.8*	1.0	3.6	18.6	15.8	13.7	/
bCat KO growth	83.3	90.9	85.7	69.2	99.0	94.2	5.7*	91.0	88.4	94.1	91.5
HCT116 PTEN-null	86.9	94.3	75.4	85.1	96.9	84.9	8.8	98.0	96.2	96.8	85.2
MRP1 act	-3.8	-0.6	2.4	-0.8	-1.5	-0.9	0.9	-1.4	-1.6	-2.6	-0.5

# 2 of the compounds above, with tabs:
no.	Structure	BB579 growth dn	NPY-Y2 antag	GALR2 antag	E-sel TNF inh	Yeast lifespan up	Phagocytosis inh	Measles CPE	bCat KO growth	HCT116 PTEN-null	MRP1 act
22	CCn1c(C)csc1=NC(=O)c1ccccc1O	-58.0	-0.7	9.3	-59.7	-14.2	-4.9	15.8	88.4	96.2	-1.6
24	Nc1nc(CSc2nc3ccccc3[nH]2)nc(N2CCOCC2)n1	-33.9	1.4	-6.9	18.4	-15.8	-1.0	/	91.5	85.2	-0.5

# Next results
25	O=C(CCNS(=O)(=O)c1ccc2c(c1)CCC(=O)N2)Nc1ccc2c(c1)OCCO2
26	CCSc1nc2c(cnn2-c2ccc(C)cc2)c(=O)[nH]1
27	C#CCOCCOCCOCCNc1nc(N2CCN(C(=O)[C@H](C(C)C)n3cc(CCO)nn3)CC2)nc(N2CCN(C(=O)[C@H]([C@@H](C)CC)n3cc(CCCN=C(N)N)nn3)CC2)n1
28	COc1ccc(OC)c(C(=O)c2ccc(C(=O)O)cc2)c1
29	COC(=O)c1sc(NC(=O)C2CCCCC2C(=O)O)c(C(=O)OC)c1C (stereo not given)
30	CCSc1nnc(NC(=O)CSc2nccn2-c2cccc(C)c2C)s1
31	CC(=O)Oc1ccc(C(=O)Cc2ccccn2)c(O)c1
32	CC(=O)c1cccc(N2C(=NC(=O)C(C)C)SC3CS(=O)(=O)CC32)c1 (stereo not given)

Assay by compound	25	26	27	28	29	30	31	32
BB579 growth dn	-15.3	-9.1	0.6	-34.0	-25.4	-22.9	-18.2	-43.6
NPY-Y2 antag	1.2	1.3	1.5	3.9	2.0	4.4	1.8	3.1
GALR2 antag	14.8	-6.1	-4.3	2.4	5.5	5.9	7.0	-8.8
E-sel TNF inh	/	-12.0	-13.6	-13.6	-50.4	12.7	/	/
Yeast lifespan up	-3.0	-9.2	-1.2	-0.6	14.5	-2.7	-4.0	-6.8
Phagocytosis inh	-3.3	-0.4	/	-0.8	-0.7	0.4	-13.2	0.0
Measles CPE	7.9	12.5	3.9	2.9	36.3	7.2	43.0	5.8
bCat KO growth	92.8	103.0	101.4	101.6	93.6	93.3	98.2	106.0
HCT116 PTEN-null	96.7	101.2	98.3	104.0	92.6	92.0	99.8	93.4
MRP1 act	-2.4	-2.4	-1.4	-0.6	-2.4	0.6	0.3	-0.8

33	CCOC(=O)N1CCN(C(=O)c2cccc(OC)c2OC)CC1
34	CC1(C)Oc2ccc(C(=O)N3CCCCC3)cc2N(CC(=O)NCc2ccccc2)C1=O
35	Cc1ccc(-n2nnnc2SCC(N)=O)c(C)c1
36	O=C(Cn1cc(C(F)(F)F)ccc1=O)Nc1cc(S(=O)(=O)N2CCOCC2)ccc1Cl
37	O=C1C=C(NC2=CC3OC(c4ccccc4)OCC3OC2=O)CCC1 (stereo not given)
38	Cc1cccc(C)c1NC(=O)C(=O)NCc1ccccn1
39	COc1ccc(NC(=O)CN2C(=O)CC(C)(C)S(=O)(=O)c3ccccc32)cc1
40	S=c1[nH]nc2c3c4c(sc3ncn12)CCCC4

Assay by compound	33	34	35	36	37	38	39	40
BB579 growth dn	-58.1	-10.5	-41.8	9.6	5.2	-17.5	-18.5	-28.1
NPY-Y2 antag	2.8	1.1	-1.1	1.8	-1.3	1.0	0.4	-3.8
GALR2 antag	-22.1	-2.0	-4.1	0.6	69.6*	3.6	5.8	0.2
E-sel TNF inh	-2.8	42.1	12.8	/	14.7	-9.0	0.8	-22.2
Yeast lifespan up	-9.9	-4.8	-12.5	3.2	6.1	-14.9	-6.5	-21.0
Phagocytosis inh	1.5	-2.3	-0.8	-12.5	-1.0	-5.8	0.3	1.2
Measles CPE	9.1	3.2	6.0	23.9	15.4	3.7	6.5	5.5
bCat KO growth	92.8	82.3	111.0	93.3	95.1	89.2	86.6	112.4
HCT116 PTEN-null	102.2	99.8	93.2	87.8	104.5	105.4	93.5	100.3
MRP1 act	0.1	-0.1	-2.3	-2.4	1.1	-1.9	0.1	0.3

41	CC1(C)C(C=C(Cl)Cl)C1C(=O)Nc1ccc([N+](=O)[O-])cc1 (stereo not given)
42	C=CCn1c(C(C)NC(=O)CC)nc2ccccc21 (stereo not given)
43	Cc1nc2ccccc2n1CC(=O)N/N=C\C=C\c1ccccc1
44	N#Cc1c(SCC(=O)Nc2nccs2)nc2c(c1-c1ccco1)CCCC2
45	CCCCN1C(=O)c2ccc(C(=O)Nc3cccnc3)cc2C1=O

Assay by compound	41	42	43	44	45
BB579 growth dn	53.6*	-37.3	-40.5	-11.7	-8.2
NPY-Y2 antag	-2.0	1.3	1.6	-0.6	2.2
GALR2 antag	15.8	6.6	10.7	0.1	-10.3
E-sel TNF inh	-23.6	8.7	37.6	-27.3	5.6
Yeast lifespan up	-3.8	-5.2	-8.2	-24.6	-23.2
Phagocytosis inh	-10.8	-1.0	/	-1.1	0.1
Measles CPE	11.3	5.2	8.2	5.8	5.6
bCat KO growth	3.9*	99.7	87.6	90.4	88.5
HCT116 PTEN-null	2.4*	91.2	84.4	99.0	96.3
MRP1 act	-6.0	-1.7	-2.8	-4.5	-3.8
